Source: PubChem
FXIa inh mix: FXIa protease inhibitors in compound pools, primary screen, biochemical, 10-compound mixtures; Coagulation factor XI (Homo sapiens), P03951; purified FXIa, fluorogenic substrate, pooled mixtures; inhibition, % at 5 µM; 62,000 tested, 0.19% active;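 also: each value is inhibition by a whole ten-compound pool holding the compound; 0% = enzyme with no mixture and 100% = wells lacking enzyme; strong numbers were not always called active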
C1s inh: complement C1s protease inhibitors, primary screen, biochemical, 10-compound mixtures. AID 538, 2006. mean inhibition % of two 10-compound mixtures (hits give high values), % at 5 µM (by protocol). purified C1s, fluorogenic AMC substrate, pooled mixtures. 62,000 tested, 0.16% active;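 active = inhibition above 20% in each of the two 10-compound mixture wells holding the compound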;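 also: 0% = enzyme wells lacking compound mixture and 100% = no-enzyme blank wells; some compounds called inactive have numbers as strong as hits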
CatB mix inh: cathepsin B inhibitors from pooled compounds, primary screen, biochemical, compound mixtures, AMC fluorescence; P07858; Purified cathepsin B, AMC dipeptide fluorescence; inhibition, %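 (ten-compound pools at 5 µM per compound and 50 µM total)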; 62,000 tested, 0.06% active; in the data active = inhibition above about 22%, passing the limit was not always enough;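 also: 0% = enzyme without compound and 100% = no enzyme blank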
Cathepsin G inh: human cathepsin G inhibitors, primary screen, biochemical, pooled compound mixtures, AMC fluorescence | P08311 | purified enzyme, AMC-tetrapeptide fluorescence | inhibition, % at 5 µM (by protocol) | 62,000 tested, 0.2% active;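 active = inhibition above 20% in each of the two mixture wells holding the compound; inactive = inhibition of 20% or less in either well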;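 also: 0% = enzyme control without mixture and 100% = blank lacking enzyme; strong numbers were not always called active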
CatB inh: human cathepsin B inhibitors, primary screen, biochemical, fluorogenic substrate; P07858; purified cathepsin B, fluorescence; inhibition, %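 (tested at 10 µM)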; 63,000 tested, 0.1% active; AID 453, 2006; in the data active = inhibition above about 21%;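 also: 0% = enzyme with no compound and 100% = no enzyme blank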
CatL block: inhibitors of human cathepsin L, biochemical. purified cathepsin L, fluorogenic substrate, fluorescence. inhibition, %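 (tested at 10 µM)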. 58,000 tested, 0.17% active. AID 460, 2006; in the data active = inhibition above about 45%;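 also: 0% = enzyme with no compound and 100% = no enzyme blank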
Target sequence (P07711 114-288 limits assumed): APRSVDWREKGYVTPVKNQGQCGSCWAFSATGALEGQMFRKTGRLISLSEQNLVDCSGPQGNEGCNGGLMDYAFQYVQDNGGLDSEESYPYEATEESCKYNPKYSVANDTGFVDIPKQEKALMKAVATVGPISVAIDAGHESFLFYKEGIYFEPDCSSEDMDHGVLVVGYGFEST
Target sequence (P07711 292-333 limits assumed): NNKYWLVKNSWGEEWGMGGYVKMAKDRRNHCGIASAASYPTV
FXIIa inh mix: human factor XIIa inhibitors, primary screen, biochemical, pooled compound mixtures, fluorogenic substrate; purified FXIIa; Coagulation factor XII (Homo sapiens), P00748; 62,000 tested, 0.2% active; inhibition, % at 5 µM;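 also: 0% = enzyme without compound and 100% = no enzyme blank; some results filed as inactive read as strong as hits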
Target sequence (P00748 20-372 limits assumed): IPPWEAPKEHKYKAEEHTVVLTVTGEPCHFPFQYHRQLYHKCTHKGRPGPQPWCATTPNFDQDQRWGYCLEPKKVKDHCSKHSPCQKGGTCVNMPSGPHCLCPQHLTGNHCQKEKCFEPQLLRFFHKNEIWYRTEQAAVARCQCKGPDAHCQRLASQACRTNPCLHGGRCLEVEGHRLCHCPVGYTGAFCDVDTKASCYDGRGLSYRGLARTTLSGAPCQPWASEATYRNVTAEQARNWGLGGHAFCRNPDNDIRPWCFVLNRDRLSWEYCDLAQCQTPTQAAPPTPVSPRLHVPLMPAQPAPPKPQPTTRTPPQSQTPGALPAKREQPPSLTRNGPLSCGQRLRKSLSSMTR
Target sequence (P00748 373-615 limits assumed): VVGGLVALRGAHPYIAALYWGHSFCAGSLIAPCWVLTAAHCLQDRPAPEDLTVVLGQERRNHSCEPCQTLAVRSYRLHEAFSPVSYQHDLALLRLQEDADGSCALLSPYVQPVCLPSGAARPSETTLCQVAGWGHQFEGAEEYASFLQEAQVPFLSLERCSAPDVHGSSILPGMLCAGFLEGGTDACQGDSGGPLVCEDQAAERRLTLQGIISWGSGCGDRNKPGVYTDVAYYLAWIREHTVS
AP complement: alternative complement pathway inhibitors, primary screen, biochemical, ELISA, human serum, orthogonally pooled compounds. LPS-coated ELISA, C3 deposition; tested in compound mixtures. inhibition, % at 5 µM. 62,000 tested, 0.08% active. AID 1235, 2008;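 active = inhibition above 30% in each of the two pooled mixtures holding the compound, so the lower value exceeds 30%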;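 also: 0% = serum in Mg-EGTA without compound and 100% = EDTA serum blank; some compounds past the cut are filed as inactive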
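Test system: human serum complement alternative pathway, C3 deposition onto LPS / Medium: Mg2+-EGTA GVB++ buffer containing human serum at 1:15 dilution / Probe or stimulus: Plate-bound LPS / Times: 1 h at 37 °C / Signal: ELISA with HRP anti-human C3 antibody, TMB substrate, absorbance 450 nm / Measure: percent inhibition / Repeats: two pool placements per compound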
CatS block: inhibitors of human cathepsin S, biochemical, compound mixtures. 62,000 tested, 0.06% active. recombinant cathepsin S, AMC dipeptide fluorescence, pooled mixtures. P25774. AID 501, 2006. inhibition, %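 (tested at 5 µM per compound within 10-compound mixtures)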; in the data active = inhibition above about 32%, passing the limit was not always enough;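 also: 0% = enzyme without compound and 100% = blank without enzyme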
Target sequence (P25774 115-331 limits assumed): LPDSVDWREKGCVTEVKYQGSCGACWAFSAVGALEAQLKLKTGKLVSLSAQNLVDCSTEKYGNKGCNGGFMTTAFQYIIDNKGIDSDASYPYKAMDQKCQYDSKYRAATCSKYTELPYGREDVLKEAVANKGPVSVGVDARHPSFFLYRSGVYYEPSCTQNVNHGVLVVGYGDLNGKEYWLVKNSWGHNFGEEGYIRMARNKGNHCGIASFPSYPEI
* = called active by the depositor; x = no result given. Rule as the data show it, unless noted: active = inhibition above about 20% (passing the limit was not always enough); inactive = the rest. Some of the compounds tested; count on the stated rates, not on these rows.

SMILES | FXIa inh mix | C1s inh | CatB mix inh | Cathepsin G inh | CatB inh | CatL block | FXIIa inh mix | AP complement | CatS block
O=C(O)CCCC(=O)N1CC(=O)Nc2ccccc21 | 16 | 4 | 9 | 2 | 0 | 14 | -22 | 11 | 11
CCNC(=O)NC(=O)C(C)Oc1ccc(C(=O)OC)cc1 (centres undefined) | 1 | 16 | -2 | 8 | 5 | 31 | 1 | -1 | 6
COc1cc(Cl)c(C)cc1NC(=O)CSc1nnc(-c2cccnc2)n1Cc1ccco1 | 2 | -32 | 0 | -7 | 0 | 1 | -3 | -5 | 0
COC1Cc2ccccc2N(C(=O)N2CCN(CCO)CC2)c2ccccc21 (centres undefined) | 7 | 0 | -5 | 3 | -2 | -5 | 5 | 13 | -6
O=C(O)CC1CCS(=O)(=O)C1 (centres undefined) | -8 | 5 | -6 | 7 | -1 | 7 | -8 | 16 | -1
COc1cc(C2C(C#N)=C(C)NC3=C2C(=O)c2ccccc23)cc(OC)c1OC (centres undefined) | 1 | 16 | 2 | 9 | 2 | 13 | 0 | 11 | 12
CC(C)(C)c1cc(=O)n2c(C#N)c(C#N)nc2[nH]1 | 4 | -23 | 0 | 6 | -3 | -9 | 6 | 6 | 5
COC(=O)c1cc(Br)c(=O)n(-c2ccc(OC)cc2)c1 | 14 | 2 | 9 | 5 | -2 | -6 | 4 | 4 | 1
COc1ccc(-c2c3c(=O)n(C)c(=O)n(C)c3cn2C2CCCCC2)cc1 | 6 | -33 | 5 | -2 | -2 | -4 | 2 | 10 | -3
N#Cc1cnn(-c2ccccc2)c1N | 1 | -3 | 1 | -1 | -1 | 3 | -5 | -2 | -7
COC(=O)c1ccccc1NC(=O)CN(C)S(=O)(=O)c1cc(C)ccc1OC | 7 | 38 | 24 | 2 | 0 | 20 | 3 | 2 | 9
CCOCC(O)CS(=O)(=O)c1ccccn1 (centres undefined) | 7 | -31 | 6 | 0 | -2 | -6 | -1 | 1 | 8
O=C(CSc1n[nH]c(-c2ccccc2)n1)c1ccccc1 | 3 | 11 | 3 | 7 | 1 | -2 | 7 | 13 | 1
COc1ccccc1OCCCn1c(=O)oc2ccc(C)cc21 | 3 | 17 | 1 | 11 | 1 | 4 | 4 | 20 | -1
O=C(NC1CC2CCCC(C1)N2CC(=O)N1CCCc2ccccc21)C1CCCCC1 (centres undefined) | 4 | 3 | 2 | 11 | 2 | -5 | 2 | 6 | 16
CCc1c(C)nc(N2CCN(Cc3ccccc3)CC2)[nH]c1=O | 3 | -8 | -6 | -3 | -3 | -5 | 11 | 13 | -9
CCOC(=O)c1ccc2c(c1)nc(SCc1cn3ccsc3n1)n2CC | 3 | -3 | 3 | -1 | -2 | 6 | 2 | 6 | -1
COc1ccc(C2=NOC3(CC(=O)N(c4ccc(C)cc4)C3=O)C2)c(OC)c1 (centres undefined) | -36 | -13 | -12 | -18 | 7 | 7 | 0 | -5 | -12
COC(=O)c1ccc(CN2CCN(Cc3ccc(C(=O)OC)o3)CC2)o1 | -3 | -22 | 2 | 7 | 3 | 6 | 3 | 18 | -9
Cc1c(-n2cc(C(=O)O)c(=O)c3cc(F)c(N4CCCC4)c(F)c32)c(=O)n(-c2ccccc2)n1C | 2 | -6 | 2 | 8 | 0 | x | -14 | 2 | -7
CCC(C)(C)NC(=O)C(OC(=O)c1ccco1)c1ccccc1OC (centres undefined) | -4 | -51 | -1 | -6 | 3 | 10 | 5 | 9 | -15
O=C(C1CCCO1)N1CCN(S(=O)(=O)c2ccccc2)CC1 (centres undefined) | 1 | -6 | -10 | 9 | -7 | 11 | 13 | 3 | 6
O=C1c2ccccc2C(=O)N1CCSc1nnc(-c2ccco2)n1Cc1ccccc1 | -1 | -21 | -2 | 2 | -3 | 26 | 2 | 4 | 3
O=C(O)c1ccccc1C(=O)OCCCCOC(=O)c1ccccc1C(=O)O | 5 | -29 | 5 | 1 | -5 | -1 | -2 | 10 | -3
COc1cccc(NC(=O)c2ccc(S(=O)(=O)N3CCCCC3)cc2)c1 | 5 | 6 | 8 | 11 | 3 | -4 | -20 | 17 | 0
Cc1ccc(-c2sc(C)nc2CC(=O)O)cc1 | 0 | 30 | 0 | 8 | 2 | -3 | 12 | 11 | -3
Cc1cccc(-n2c(N)cc(=O)[nH]c2=S)c1C | -6 | -24 | -3 | -5 | 0 | 2 | -18 | 9 | 14
COc1ccc(-n2nnnc2SCC(=O)Nc2nnc(C)s2)cc1OC | 2 | -10 | 0 | -2 | 1 | 1 | -17 | 11 | 15
Cc1cc2ncn(-c3nnnn3-c3ccccc3)c2cc1C | 4 | 12 | 1 | 11 | 4 | 7 | 2 | -3 | 7
CC1CCCCC1NC(=O)Cn1nc(-c2ccccc2)ccc1=O (centres undefined) | 9 | -28 | 3 | -1 | -7 | -10 | -10 | 20 | -5
Oc1c(I)cc(I)c2cccnc12 | 8 | 16 | 5 | 11 | 3 | -4 | -20 | 24 | -6
O=c1c2cc(N3CCOCC3)ccc2[nH]c(=S)n1CC1CCCO1 (centres undefined) | -2 | -17 | 1 | -2 | 5 | 3 | -7 | 1 | 16
CCS(=O)(=O)NCc1csc(C)n1 | 2 | -15 | 2 | 6 | 1 | -6 | 3 | 10 | -6
C/C(=C\C(=O)O)CC(=O)O | 1 | 2 | 1 | 3 | 4 | -16 | -4 | -1 | 11
CC(C(=O)OCC(=O)Nc1ccc2c(c1)OCO2)N1C(=O)c2ccccc2C1=O (centres undefined) | 6 | -6 | -2 | -3 | 1 | 5 | -20 | 5 | 23
COc1cc2c(cc1OC)-c1cc(NC3CC3)nc(=O)n1CC2 | 1 | -5 | -1 | -4 | -3 | -21 | 0 | -17 | 3
COc1ccc(S(=O)(=O)N(C)CC(=O)Nc2c(F)cccc2F)cc1 | 3 | -2 | 7 | 24 | -3 | 14 | 5 | 6 | 18
Cc1ccc(NC(=O)c2ccc3c(c2)N(CC(=O)N2CCCCC2)C(=O)C(C)(C)O3)cc1 | 1 | 3 | -3 | 12 | -1 | 2 | 5 | -10 | -1
O=c1[nH]c2ccc(S(=O)(=O)Nc3ccc(-c4nnc5n4CCCCC5)cc3)cc2o1 | 0 | 7 | -2 | 4 | 1 | 8 | -7 | -5 | 11
Cc1cc(Nc2ccc(F)cc2Cl)n2ncnc2n1 | 9 | 2 | 7 | 0 | -1 | 19 | 5 | 20 | 4
O=C1NCCCc2c1oc1ccc(O)cc21 | -7 | -15 | 1 | -7 | 4 | 10 | -2 | 4 | 12
COc1cc(C2NC(=O)NC(O)(C(F)(F)F)C2C(=O)c2ccc(Cl)cc2)ccc1O (centres undefined) | 10 | -2 | 4 | -2 | 6 | 4 | 6 | 3 | 20
COc1ccc2cc(C(c3nnnn3C3CCCC3)N3CCc4ccccc4C3)c(=O)[nH]c2c1 (centres undefined) | 2 | 2 | -2 | 12 | -1 | 9 | 6 | 3 | 0
Cn1cnnc1SCc1ccccc1Br | 1 | 0 | -1 | -2 | -4 | 4 | 8 | 5 | -4
COc1cc(OC)cc(C(=O)Nc2ncc3c(n2)CC(C)CC3=O)c1 (centres undefined) | 12 | 22* | 5 | 17 | 4 | -1 | 2 | 3 | 11
CC(=O)Nc1ccc(S(=O)(=O)N2CCN(C34CC5CC(CC(C5)C3)C4)CC2)cc1 | 3 | -17 | 7 | 6 | 2 | x | 0 | 9 | -2
CCOC(=O)C1CCN(c2c(NCCCN(CC)c3ccccc3)c(=O)c2=O)CC1 | 5 | 12 | 2 | 9 | 3 | 5 | -27 | 4 | -5
COc1ccc(Cc2c(O)nc(SC)n(C(C)=O)c2=O)cc1 | 5 | 0 | -3 | 2 | -1 | 22 | 4 | 16 | 10
Cc1nc(C)c(C(=O)Nc2ccc(C)c(F)c2)o1 | 0 | 5 | -9 | 9 | 0 | -1 | 3 | 9 | 8
COc1ccc2nc(SCc3cnc(C)nc3N)[nH]c2c1 | 1 | 12 | 4 | 9 | 1 | -4 | 4 | 16 | -5
CCN(CC)C(=O)c1cc2c(=O)n3ccccc3nc2s1 | -19 | -119 | -3 | -7 | -7 | -74 | 11 | 22 | -8
CC(=O)c1cccc(NC(=O)Cn2cc3c(n2)CCCC3)c1 | 10 | 15 | 5 | 8 | 0 | x | -2 | 7 | 12
Cc1cccn2c(=O)c3cc(C(=O)N4CCN(C(=O)c5ccco5)CC4)n(C)c3nc12 | -5 | -35 | 0 | -4 | -3 | -27 | 4 | 5 | 6
CCCn1c(=O)c(C(=O)Nc2ccncc2)c(O)c2ccccc21 | 7 | -6 | -5 | 11 | -1 | x | 8 | 9 | -3
COc1ccc(C(=O)Nc2ccc(OC)c(OC)c2)cc1 | 7 | 6 | 4 | 0 | -6 | -5 | 4 | 31 | -7
CCOc1ccc2nc(C(C)O)[nH]c2c1 (centres undefined) | 6 | 12 | 6 | 8 | 3 | -6 | 4 | 20 | -5
COc1nc(NCc2ccco2)nc(N2CCC(C)CC2)n1 | 7 | -2 | 10 | -1 | -4 | 3 | 16 | 20 | -2
C=CCn1c(SCC(=O)Nc2ccccc2CC)nnc1-c1ccncc1 | 7 | -2 | 0 | 4 | -1 | 4 | 3 | 23 | -3
CCOc1ccc(-n2c(Cc3ccccc3)nnc2SCc2c(C)noc2C)cc1 | 23 | 16 | 2 | 37 | 4 | -5 | -2 | 5 | 1
CCOc1cccc2cc(C(=O)Nc3nccs3)c(=O)oc12 | 7 | 16 | 4 | 10 | 1 | 6 | 38 | 15 | -1

More results follow:
SMILES | FXIa inh mix | C1s inh | CatB mix inh | Cathepsin G inh | CatB inh | CatL block | FXIIa inh mix | AP complement | CatS block
COc1ccccc1OCc1csc(NC(=O)c2ccco2)n1 | 3 | 5 | 2 | 5 | 3 | 5 | -3 | 0 | 10
Cc1ccc(NC(=O)C2CCCN(S(=O)(=O)c3c(C)noc3C)C2)c(C)c1 (centres undefined) | 10 | 4 | 9 | 2 | -1 | 25 | 9 | 13 | 6
Cc1ccc(C(=O)N2CCN(c3ccc(NC(=O)c4cccnc4)cc3)CC2)cc1 | 4 | -3 | 3 | 1 | -4 | 6 | 6 | -2 | 4
O=C1OCC2=C1C(c1ccc3c(c1)OCO3)Sc1ccccc1N2 (centres undefined) | -4 | 0 | -3 | 10 | 1 | -16 | 11 | 7 | 2
OCCSc1nncn1/N=C/c1c[nH]c2ccccc12 | 5 | 1 | 4 | -1 | -3 | -7 | 7 | 25 | -3
COc1ccccc1CNc1ccc(N2CCOCC2)c(C(=O)O)c1 | -5 | -94 | -6 | -1 | 6 | 24 | 9 | 7 | -4

Entries of single compounds from above.
COc1ccccc1OCc1csc(NC(=O)c2ccco2)n1 is listed with FXIa inh mix: 3; C1s inh: 5; CatB mix inh: 2; Cathepsin G inh: 5; CatB inh: 3; CatL block: 5; FXIIa inh mix: -3; AP complement: 0; CatS block: 10
OCCSc1nncn1/N=C/c1c[nH]c2ccccc12 is listed with FXIa inh mix: 5; C1s inh: 1; CatB mix inh: 4; Cathepsin G inh: -1; CatB inh: -3; CatL block: -7; FXIIa inh mix: 7; AP complement: 25; CatS block: -3
